# Fam108B counter = counter-screen for RBBP9 inhibitors: inhibitors of mouse Fam108B. recombinant Fam108B, FP-Rh probe fluorescence polarization. inhibition, % at 9.51 µM. 300,000 tested, 0.33% active. AID 1947;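 active means inhibition above the screen mean inhibition plus 3 SD, computed separately per campaign, cut at about 18% in these data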;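 further: inhibitors lower polarization as less probe binds the enzyme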
# Efflux pump inh = antifungal efflux pump inhibition, Nile Red retention | S. cerevisiae Candida pump triplex | inhibition, % at 10 µM | 330,000 tested, 0.44% active;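 active means plate passing quality check with inhibition over a set limit, or well fluorescence over plate mean plus 4 SD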;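 further: Nile Red retained in pooled yeast measured as flow cytometry median fluorescence; 0% = buffer negative control and 100% = Enniatin B positive control; higher means more Nile Red kept so more efflux inhibition; some compounds called inactive have numbers as strong as hits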
# MEX-5 binding = C. elegans MEX-5 TCR-2 RNA binding activity | Q9XUB2 | activity score (negative = inhibition of binding), % at 10 µM | 300,000 tested, 0.38% active | MEX-5/FITC-TCR2 RNA binding, fluorescence polarization; hits give low values;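 active means inhibition past about -25% in most replicates, and total fluorescence under double the plate's negative control median, limit read from the data; inconclusive means replicates evenly split on the limit, or fluorescence at least double controls; inactive means too little inhibition in most replicates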;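 further: 0% = DMSO and -100% = 5 µM competing unlabeled TCR2 RNA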
# Target sequence (Q9XUB2 whole entry, looked up): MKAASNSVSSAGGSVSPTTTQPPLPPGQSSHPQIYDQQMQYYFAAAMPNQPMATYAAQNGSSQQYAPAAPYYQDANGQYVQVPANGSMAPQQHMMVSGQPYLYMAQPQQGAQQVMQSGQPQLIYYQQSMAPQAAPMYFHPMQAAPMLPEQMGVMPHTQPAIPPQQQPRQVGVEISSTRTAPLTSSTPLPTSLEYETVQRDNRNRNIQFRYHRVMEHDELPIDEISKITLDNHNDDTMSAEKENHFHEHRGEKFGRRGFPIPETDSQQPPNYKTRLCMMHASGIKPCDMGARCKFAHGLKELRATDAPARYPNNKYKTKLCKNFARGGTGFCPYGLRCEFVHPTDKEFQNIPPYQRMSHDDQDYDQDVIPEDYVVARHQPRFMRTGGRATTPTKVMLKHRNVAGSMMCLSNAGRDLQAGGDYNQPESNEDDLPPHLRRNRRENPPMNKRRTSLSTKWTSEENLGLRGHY
# GLD-1 TGE inh = GLD-1-TGE RNA interaction inhibition (C. elegans). Q17339. purified GLD-1 + fluorescein TGE RNA, fluorescence polarization. inhibition, % at 5.96 µM. 320,000 tested, 0.44% active. AID 2280;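 active means percent inhibition above a per-plate cutoff, the plate mean of test compounds plus 3 SD, cut at about 30% in these data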;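 further: 0% = DMSO wells with GLD-1 and probe and 100% = wells lacking GLD-1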
# PME-1 primary = blocks human protein phosphatase methylesterase 1; recombinant PME-1, FP-Rh probe fluorescence polarization; 320,000 tested, 0.53% active; inhibition, % at 5.9 µM;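 active means inhibition above the campaign mean of all compounds plus 3 SD, cut at about 26% in these data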;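 further: competitive labeling of PME-1 active site by serine hydrolase directed probe; 0% = PME-1 with DMSO and 100% = wells lacking PME-1 enzyme; inhibitors block probe labeling so polarization falls and inhibition rises; many of its hits are not listed in these tables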
# Target sequence (Q9Y570 whole entry, looked up): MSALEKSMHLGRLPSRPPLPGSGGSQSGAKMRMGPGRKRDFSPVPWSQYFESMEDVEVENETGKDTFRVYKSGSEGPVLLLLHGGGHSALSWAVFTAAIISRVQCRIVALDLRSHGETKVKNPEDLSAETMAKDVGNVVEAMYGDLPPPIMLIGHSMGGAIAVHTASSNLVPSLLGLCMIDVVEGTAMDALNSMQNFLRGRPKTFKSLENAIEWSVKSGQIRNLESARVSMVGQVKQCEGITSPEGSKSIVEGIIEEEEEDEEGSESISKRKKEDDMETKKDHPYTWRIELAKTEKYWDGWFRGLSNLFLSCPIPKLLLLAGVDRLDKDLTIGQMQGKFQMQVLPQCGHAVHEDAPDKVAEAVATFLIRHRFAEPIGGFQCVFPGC
# GRK2 inh = human GRK2 inhibition via aptamer displacement; P25098; bead flow cytometry, FAM-aptamer displacement from GRK2; inhibition of aptamer binding, % at 10 µM; 330,000 tested, 0.59% active; AID 488847;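 active means inhibition of aptamer binding above 40%, roughly 3 SD of noise, on plates passing a quality check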;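 further: median bead fluorescence of bound FAM aptamer so fluorescent compounds give negative values; no value below 0 was filed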
# Bcl-xL primary = Bcl-xL (human) inhibition; Q07817; GST-Bcl-xL / FITC-Bim BH3 peptide fluorescence polarization; inhibition, % at 10.9 µM; 320,000 tested, 0.7% active;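 active means inhibition above the mean of all tested compounds plus 3 SD, cutoff set per campaign, cut at about 30% in these data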;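 further: 0% = DMSO wells and 100% = unlabeled Bim-BH3 peptide competitor; inhibitors lower millipolarization by displacing the labeled peptide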
# Target sequence (Q07817 whole entry, looked up): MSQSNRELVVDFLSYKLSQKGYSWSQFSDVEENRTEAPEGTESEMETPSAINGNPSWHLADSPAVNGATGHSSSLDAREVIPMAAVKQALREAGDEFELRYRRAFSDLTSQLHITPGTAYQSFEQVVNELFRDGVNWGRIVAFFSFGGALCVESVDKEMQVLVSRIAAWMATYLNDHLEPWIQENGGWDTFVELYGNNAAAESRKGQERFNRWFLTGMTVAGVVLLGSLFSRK
# VLA-4 inh = inhibition in a human VLA-4 binding assay | P13612 | VLA-4 expressing cells, ligand binding flow cytometry | inhibition, % (about 7 µM as worked out from the volumes in the protocol) | 330,000 tested, 0.2% active; in the data active means inhibition above about 50%
# MCL1-BIM inh = MCL1-BIM-BH3 interaction inhibition (human). GST-MCL1 / FITC-Bim-BH3 fluorescence polarization. 320,000 tested, 0.68% active. inhibition, % at 10.9 µM. Q07820;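 active means inhibition above the mean inhibition of all tested compounds plus 3 SD, set per campaign, cut at about 40% in these data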;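 further: 0% = DMSO wells and 100% = unlabeled Bim-BH3 peptide control; higher means more loss of mP so more displacement of Bim peptide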
# * = called active by the depositor; ? = inconclusive; nt = not tested or not shown. Not all compounds are listed; the hit share may differ from the screen's.
no.	smiles	Fam108B counter	Efflux pump inh	MEX-5 binding	GLD-1 TGE inh	PME-1 primary
1	COCCN(CCOC)C(=O)CN1C(=O)NC(Cc2c[nH]c3ccccc23)C1=O (stereo not given)	3	0.2	0.1	0	-8
2	Cc1cc(C)c(S(=O)(=O)N2CCCC(C(=O)NCCC3=CCCCC3)C2)c(C)c1 (stereo not given)	1	0.1	-1.0	6	-5
3	Cc1ccc(S(=O)(=O)Nn2c(O)c(C=C3N=c4ccccc4=N3)sc2=S)cc1	2	-0.1	-0.7	0	-13
4	Cc1cccc(-n2nc3c(c2NC(=O)C2CC2)CS(=O)(=O)C3)c1C	-1	-0.1	-1.0	0	3
5	O=c1oc2ccccc2c2[nH]ccc12	2	-0.3	2.5	4	0
6	C=CCSc1n[nH]c(=O)n1-c1cccc(C(F)(F)F)c1	1	-0.1	4.4	-3	0
7	CCCC(=O)Nc1cc(C)cn(Cc2c(F)cccc2Cl)c1=O	1	0.2	-1.6	20	1
8	O=C(/C=C/c1ccc(O)c(O)c1)OC1C(O)CC(OC(=O)/C=C/c2ccc(O)c(O)c2)(C(=O)O)CC1O (stereo not given)	0	0.0	-32*	5	1
9	Nc1nc(NCc2ccc(Cl)cc2)nc(NCCO)c1[N+](=O)[O-]	2	0.0	-4.6	0	0
10	COC(=O)c1ccc(CSc2nc(N)cc(N)n2)cc1	3	0.0	1.4	3	0
11	COc1ccccc1C1CC(c2cccc(NS(C)(=O)=O)c2)=NN1S(=O)(=O)c1ccccc1 (stereo not given)	-5	0.3	9.5	0	1
12	Cc1cc(/C=C2/C(=O)N(C)C(=S)N2C)ccc1N1CCCC1	-5	0.1	7.1	-45	-7

no.	GRK2 inh	Bcl-xL primary	VLA-4 inh	MCL1-BIM inh
1	5	-16	-2	-13
2	0	-3	0	-3
3	4	14	-6	4
4	3	1	7	2
5	0	2	7	-4
6	0	-1	12	10
7	6	4	9	10
8	1	11	17	7
9	1	6	11	1
10	0	1	4	-7
11	0	4	-40	2
12	0	-46	-41	-146

no.	smiles	Fam108B counter	Efflux pump inh	MEX-5 binding	GLD-1 TGE inh	PME-1 primary
13	O=C(C1CC1)N1N=C(c2ccccc2)CC1(O)C(F)(F)F (stereo not given)	3	-0.1	-0.3	-2	-1
14	CCn1c(N)c(Br)c(=O)[nH]c1=O	2	0.0	-1.0	2	-1
15	O=[N+]([O-])c1cccc(S(=O)(=O)c2cccc([N+](=O)[O-])c2)c1	1	0.0	0.6	-4	-7
16	Cc1cc(NS(=O)(=O)c2ccc(NC(=O)CSc3nnc(-c4ccco4)n3Cc3ccco3)cc2)nc(C)n1	6	-0.1	1.4	2	1
17	CC(=O)Nc1ccccc1OC(C)C(=O)NC(C)c1ccc(F)cc1 (stereo not given)	-4	5.8*	-2.2	-1	2
18	COc1ccc(CN2CCN(C(=O)c3ccco3)CC2)cc1OC	0	0.2	2.0	-11	-4
19	Cc1ccc(C)n1NC(=O)c1ccccc1O	5	0.1	-1.6	-7	-4
20	O=C(NCCCSc1ccccc1)c1cc(Cl)ccc1O	nt	-0.1	-0.4	nt	nt
21	C=C(C)CSc1nc(C)c(Cc2ccccc2)c(=O)[nH]1	0	-0.3	-1.1	1	-3
22	Cc1ccc(-n2c(-c3ccncc3)nnc2-c2cccs2)cc1	-4	0.2	-2.5	1	-1
23	CCOC(=O)Cc1nnc(NC(=O)CSc2nncn2C)s1	0	-0.1	0.6	2	3
24	O=C(CC1C(=O)NCCN1C1CCCC1)NCc1cccc(OC(F)(F)F)c1 (stereo not given)	-2	-0.2	-0.2	2	1

no.	GRK2 inh	Bcl-xL primary	VLA-4 inh	MCL1-BIM inh
13	3	-8	-1	8
14	4	0	2	-4
15	0	3	2	0
16	6	13	10	19
17	0	-11	-3	-23
18	0	-4	2	-9
19	0	0	13	15
20	0	nt	-15	nt
21	0	5	-2	0
22	0	0	10	-1
23	0	7	10	-1
24	0	6	-2	-2

no.	smiles	Fam108B counter	Efflux pump inh	MEX-5 binding	GLD-1 TGE inh	PME-1 primary
25	COc1ccc(NC(=O)CN(C)C(=O)Cc2ccc(S(=O)(=O)N3CCOCC3)s2)cc1	0	0.1	1.2	4	-1
26	CCOC(=O)C1CCN(C(=O)CN2C(=O)COc3ccc(C(C)(C)C)cc32)CC1	1	0.1	2.1	0	-6
27	NNC(=O)c1ccc(N2CCCCCC2)c([N+](=O)[O-])c1	6	0.3	0.1	4	-7
28	Cc1ccc(Nc2nc(NCc3ccco3)c3ccccc3n2)cc1	10	0.1	0.5	-5	-38
29	CCOc1ccc(CC(=O)N/N=C(\C)c2cccnc2)cc1OCC	nt	0.0	1.4	nt	nt
30	CCOC(=O)NC(=O)C(/C=N/c1sccc1C(=O)OC)=C(\C)O	3	-0.1	-3.3	46*	-2
31	COc1cccc(-c2nnc(SC(C(=O)c3c[nH]c4ccccc34)c3ccccc3)n2C)c1 (stereo not given)	-3	0.8*	-1.7	9	56*
32	COc1ccccc1N1CCN(C(=O)C2CCN(C(=O)c3ccccc3C)CC2)CC1	0	0.1	-2.3	3	-4
33	CC(=O)c1ccc(N2CCN(C(=O)COc3ccccc3F)CC2)c(F)c1	0	0.0	1.1	1	4
34	Cc1cc(C)c2nc(C(F)(F)F)nc(NCCCN3CCCC3=O)c2c1	0	0.2	0.6	9	8
35	O=C(N/N=C/c1ccc(N2CCOCC2)o1)c1cccc(C(F)(F)F)c1	-2	-0.1	1.5	2	-1
36	CCCCn1cnc2cc(NCc3ccncc3)ccc21	5	0.1	-8.4	-6	2

no.	GRK2 inh	Bcl-xL primary	VLA-4 inh	MCL1-BIM inh
25	2	-3	0	1
26	1	3	10	0
27	3	-4	6	-4
28	0	-1	1	0
29	0	nt	3	nt
30	1	17	8	9
31	14	2	0	3
32	8	-2	2	1
33	0	-2	-11	-3
34	0	1	-21	6
35	0	16	-9	34
36	3	-1	3	13

# Compound profiles (already shown). Screens in order: Fam108B counter	Efflux pump inh	MEX-5 binding	GLD-1 TGE inh	PME-1 primary	GRK2 inh	Bcl-xL primary	VLA-4 inh	MCL1-BIM inh
# CCOC(=O)C1CCN(C(=O)CN2C(=O)COc3ccc(C(C)(C)C)cc32)CC1 in the list: 1	0.1	2.1	0	-6	1	3	10	0
# COc1ccc(NC(=O)CN(C)C(=O)Cc2ccc(S(=O)(=O)N3CCOCC3)s2)cc1 in the list: 0	0.1	1.2	4	-1	2	-3	0	1
# Cc1ccc(Nc2nc(NCc3ccco3)c3ccccc3n2)cc1 in the list: 10	0.1	0.5	-5	-38	0	-1	1	0

# Carrying on.
no.	smiles	Fam108B counter	Efflux pump inh	MEX-5 binding	GLD-1 TGE inh	PME-1 primary
37	Cc1cc(C(=O)COC(=O)c2ccc3c(c2)OCO3)c(C)n1CC1CCCO1 (stereo not given)	-2	0.0	1.1	-1	-1
38	O=C1N=C(N2CCOCC2)S/C1=C\c1ccc(-c2ccccc2Cl)o1	1	0.1	?	-2	0
39	COc1cccc(N2[C@@H](CC(C)=O)c3ccc(/C=C/C(C)=O)cc3S2(=O)=O)c1	-4	0.0	0.7	-4	4
40	COc1ccc(CN2CCN(C(=O)c3cc(C4CC4)nn3-c3ccccc3)CC2)cc1F	nt	-0.2	nt	-1	-3
41	CC(=O)c1ccc(COC(=O)c2cc3ccccc3oc2=O)cc1	2	0.0	-3.3	5	9
42	CC1CCC(=O)N(CCSc2ccccc2)CC1 (stereo not given)	-1	-0.1	0.5	-2	-10
43	COc1cc(S(=O)(=O)N2CC(=O)Nc3ccccc32)ccc1NC(C)=O	0	0.0	0.5	5	2
44	COC(=O)c1c(C)[nH]c(C(=O)OCC(=O)N2c3ccccc3NC(=O)C2(C)C)c1C	-4	0.2	-2.3	3	-2
45	O=C(N=C1SC2CS(=O)(=O)CC2N1c1cccc(Cl)c1Cl)C1CCCO1 (stereo not given)	1	0.0	-0.3	-2	9
46	COc1ccc(NC(=O)C2=C(C)NC(=O)NC2c2cccc(OC)c2OC)c(OC)c1 (stereo not given)	4	0.1	2.9	4	4
47	CN(C)S(=O)(=O)c1cccc(C(=O)Nc2cc(Cl)cc(Cl)c2)c1	-17	0.0	1.3	0	-25
48	Cc1ccc(-c2nnc3sc(C4COc5ccccc5O4)nn23)cc1 (stereo not given)	0	-0.3	nt	6	0

no.	GRK2 inh	Bcl-xL primary	VLA-4 inh	MCL1-BIM inh
37	0	9	33	7
38	0	40*	7	31
39	0	7	0	4
40	1	5	-1	10
41	0	4	12	7
42	1	3	15	16
43	3	3	-106	2
44	0	-3	-4	-6
45	0	-2	1	-2
46	1	5	-14	7
47	1	-2	14	-1
48	0	1	14	7

no.	smiles	Fam108B counter	Efflux pump inh	MEX-5 binding	GLD-1 TGE inh	PME-1 primary
49	Fc1ccc2nc(Nc3nc4cc5c(cc4s3)OCCO5)sc2c1	21*	-0.2	-2.2	-5	72*
50	O=C(CCc1ccccc1)Nc1nc2nc(-c3ccccc3)cc(=O)n2[nH]1	1	0.0	5.7	8	-5
51	CCCc1cc(=O)[nH]c(SCC(=O)N(CC)c2c(N)n(Cc3ccccc3)c(=O)[nH]c2=O)n1	-1	-0.1	-0.1	3	4
52	COc1ccccc1N1CCN(C(=O)c2sc3nc(-c4ccccc4)cn3c2C)CC1	0	0.0	2.2	5	0
53	Nn1c(C2CCCCC2)nc2ccccc2c1=O	-1	0.5	0.1	-2	6
54	CCNS(=O)(=O)c1ccc2nc(NC(=O)/C=C/c3cc(OC)c(OC)c(OC)c3)sc2c1	-4	-9.9	-0.6	-2	-12
55	COc1ccccc1C(C)NC(=O)c1ccc(NC(=O)CC2SC(N3CCCC3)=NC2=O)cc1 (stereo not given)	nt	0.1	nt	-3	-1
56	COc1ccc(C2=NNC(c3cccnc3)=Nc3ccc(OC)cc32)cc1	0	0.1	0.5	2	1
57	COCc1cc(C)nc2sc(C(=O)Nc3nccs3)c(N)c12	-2	0.0	1.2	4	2
58	C/C(=N/NS(=O)(=O)c1ccc(C)cc1)c1ccc2c(c1)OCO2	nt	0.1	0.1	nt	nt
59	CCCSc1nc2ccccc2n1CC(=O)O	2	0.0	0.4	3	1
60	O=C(NCCN1C(=O)C2C3C=CC(C3)C2C1=O)Nc1ccccc1 (stereo not given)	1	-0.1	-0.8	0	0
61	O=C(NCC1CCCO1)c1ccc2c(c1)N(Cc1ccc(F)cc1)CCS2 (stereo not given)	1	-0.1	1.4	9	-1
62	O=C1c2ccccc2C(=O)N1CC1c2ccccc2CCN1C(=O)N1CCOCC1 (stereo not given)	4	0.1	0.4	3	-4
63	CN1CCN(S(=O)(=O)c2cccc(C(=O)Nc3sccc3C(N)=O)c2)CC1	nt	0.1	nt	-7	0

no.	GRK2 inh	Bcl-xL primary	VLA-4 inh	MCL1-BIM inh
49	1	3	-6	5
50	0	3	8	2
51	0	-4	25	-7
52	5	5	3	3
53	1	2	11	6
54	1	-1	0	1
55	0	3	1	7
56	1	8	7	2
57	2	9	-8	12
58	19	nt	2	nt
59	4	5	-7	1
60	0	-1	28	3
61	0	5	4	7
62	0	4	28	3
63	2	1	-6	4

# Values in list order from above:
# Entries 50–60 in MEX-5 binding: 5.7, -0.1, 2.2, 0.1, -0.6, nt, 0.5, 1.2, 0.1, 0.4, -0.8

# Screening results as filed in PubChem BioAssay.
